Screens (PubChem BioAssay)
F508del corr: correctors of CFTR F508del function in bronchial epithelial cells | AID 720511 | CFBE cells, YFP halide quenching; stimulated with forskolin plus potentiator P3; % fluorescence drop versus neutral controls | 350,000 tested, 0.36% active | activity (quench increase), % at 7.58 µM;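 active means mean added fluorescence quench of at least 8% versus neutral control, with both replicates also reaching 8%; inconclusive means only one of the mean or replicate conditions met; inactive means mean below 8% and not both replicates reaching 8%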;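 further: cells transiently co-express mutant CFTR-F508del with the halide-sensitive YFP; corrector assay measuring rescue of mutant channel to the surface after 24 h compound exposure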
E-selectin induc: E-selectin induction on HUVECs; P16581; HUVEC E-selectin immunofluorescence imaging; normalized: neutral wells 0, TNF-alpha wells 100; activation, % at 7.58 µM; 260,000 tested, 0.37% active; AID 686992;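 active means mean E-selectin-positive cell signal at least 10% of the positive control, reached in at least 60% of replicates, without over 20% cell loss; inconclusive means no rule given, readout overlaps actives, possibly toxicity-flagged; inactive means the rest, including those meeting only one limit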;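 further: in these data hits start at about 27%; measured in HUVEC primary endothelial cells; signal is the percent of cells scored E-selectin positive by PE staining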
Target sequence (P16581 whole entry, looked up): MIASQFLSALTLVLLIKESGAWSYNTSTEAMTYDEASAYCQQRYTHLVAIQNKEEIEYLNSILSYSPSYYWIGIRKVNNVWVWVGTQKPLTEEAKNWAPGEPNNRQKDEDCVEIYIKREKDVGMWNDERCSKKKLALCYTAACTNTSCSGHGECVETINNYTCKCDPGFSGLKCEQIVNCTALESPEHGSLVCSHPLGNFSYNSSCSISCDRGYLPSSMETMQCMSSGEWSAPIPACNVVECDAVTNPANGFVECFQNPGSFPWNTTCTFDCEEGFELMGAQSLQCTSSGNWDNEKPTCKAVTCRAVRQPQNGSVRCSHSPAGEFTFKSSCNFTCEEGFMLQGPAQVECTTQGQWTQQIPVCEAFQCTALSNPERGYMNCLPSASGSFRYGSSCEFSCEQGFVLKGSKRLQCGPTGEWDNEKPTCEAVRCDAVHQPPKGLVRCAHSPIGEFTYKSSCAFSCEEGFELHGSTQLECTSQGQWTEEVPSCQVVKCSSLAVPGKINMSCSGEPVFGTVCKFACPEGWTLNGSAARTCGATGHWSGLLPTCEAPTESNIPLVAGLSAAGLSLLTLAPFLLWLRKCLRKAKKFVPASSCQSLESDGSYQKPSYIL
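Read-out: % PE-positive cells | Test system: HUVEC | Doses: One compound dose added by pin transfer | Buffer or medium: EGM-2 over gelatin coat | Signal: Immunofluorescence imaging | Benchmarks: TNF-alpha, DMSO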
XiGFP reactiv: X-chromosome reactivation activator. XiGFP mouse fibroblasts, % GFP-positive cells imaging, 3 d; cells co-treated with 5-aza-dC sensitizer; scaled so ellipticine positive control = 100%. activation, % at 7.58 µM. 360,000 tested, 0.055% active. AID 743238;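 active means mean normalized replicate activation at least 10% and every replicate at or above 10%; inconclusive means only one of the two criteria met; inactive means mean below 10% and not all replicates reach 10%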;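 further: 0% = median of on-plate neutral control wells and 100% = ellipticine 6 µM median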
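Assay system – SV40-immortalized XiGFP fibroblast cells, line 68-5-11 · Buffer or medium – DMEM supplemented with 5-aza-dC as sensitizing agent · Dosing – one concentration, pinned · Benchmarks – positive control ellipticine, 6 µM final · Times – 3 days compound exposure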
CASP6 VEID inh: inhibitors of human caspase-6; 350,000 tested, 0.53% active; inhibition, % at 12.5 µM; P55212; purified caspase-6, Z-VEID-R110 cleavage fluorescence;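 active means mean inhibition across replicates at least about 35%, with every replicate also reaching that limit, limit read from the data; inconclusive means only one of the two criteria met; inactive means neither criterion met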;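 further: 0% = median of neutral control wells and 100% = no fluorescence left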
DENV2 CPE rescue: protects cells from dengue virus 2 cytopathic effect; AID 651640; 350,000 tested, 1.7% active; CPE inhibition, % at 9.99 µM; DENV2-infected cells, cytopathic effect rescue, plate reader; in the data active means CPE inhibition above about 20%, passing the limit was not always enough; inconclusive means no clear call, values can overlap the other calls; tested in BHK-21 cells;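 further: 0% = median of neutral control wells and 100% = median of positive control wells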
RAD54 inh: RAD54 (human) branch migration inhibition; Q92698; RAD54 Holliday junction branch migration, FAM/BHQ fluorescence; inhibition, % at 10.4 µM; 360,000 tested, 0.14% active; AID 602329;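 active means mean normalized replicate activity at least 40 and at least half of replicates scoring 40 or more; inconclusive means only one of the two criteria met; inactive means mean below 40 and under half of replicates reaching 40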;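 further: 0% = median of neutral control wells and 100% = median of positive control wells; inhibitors cause a drop in the FAM fluorescence signal; in these data hits start at about 50%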
RAD52 anneal inh: RAD52 (human) annealing inhibition. P43351. recombinant RAD52 DNA annealing, FRET fluorescence. inhibition, % at 18.7 µM. 360,000 tested, 0.46% active;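 active means every replicate showing at least 50% inhibition; inconclusive means mean inhibition at least 50% but not in every replicate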
Target sequence (P43351 whole entry, looked up): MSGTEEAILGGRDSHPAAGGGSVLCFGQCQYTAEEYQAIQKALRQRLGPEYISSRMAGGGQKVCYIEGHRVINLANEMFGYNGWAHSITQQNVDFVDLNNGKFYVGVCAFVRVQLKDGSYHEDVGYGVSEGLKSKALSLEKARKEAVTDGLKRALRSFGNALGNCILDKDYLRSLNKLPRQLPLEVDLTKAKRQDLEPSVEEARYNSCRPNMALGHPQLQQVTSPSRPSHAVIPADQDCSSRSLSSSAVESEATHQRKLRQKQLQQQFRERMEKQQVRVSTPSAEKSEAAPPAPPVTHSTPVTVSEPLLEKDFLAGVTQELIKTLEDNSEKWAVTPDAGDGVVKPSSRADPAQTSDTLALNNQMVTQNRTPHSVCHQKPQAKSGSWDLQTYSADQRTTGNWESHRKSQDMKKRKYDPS
GSIS activator: GLuc luminescence reporter in INS-1E cells, primary screen for activators of glucose-dependent secretion of insulin; INS-1E GLuc reporter insulin secretion, 2-3 h; activation, % at 16.6 µM; 370,000 tested, 0.61% active;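 active means lowest replicate activation of at least 40%, so every replicate reaches that level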;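 further: 0% = median of neutral control wells and 100% = median of IBMX positive control wells; some compounds called inactive have numbers as strong as hits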
* hit, by the source's call; ? = inconclusive; . = not tested or not shown; & = joins results of further samples.

SMILES	F508del corr	E-selectin induc	XiGFP reactiv	CASP6 VEID inh	DENV2 CPE rescue	RAD54 inh	RAD52 anneal inh	GSIS activator
O=C(c1ccc2c(c1)C(=O)N(Cc1ccco1)C2=O)N1CCOCC1	0.7	.	.	4	-2	-10	-9	-14
Cc1[nH]c(=O)[nH]c(=O)c1S(=O)(=O)N(CC(C)C)CC(C)C	-3.2	.	0.0	-2	.	-7	-3	10
CSc1ccc2c(c1)N(CCC1CCCCN1C)c1ccccc1S2 (configuration not stated)	-12	0.3	0.2	2	-8	16&23	51*	.
CCCCC1CCC(C(=O)N2CCOCC2)CC1 (configuration not stated)	-3.2	.	0.0	0	8	.	-21	1
CC(C)C[C@@H](CSc1ccccc1)N1CCN(C)CCC1=O	-0.4	0.2	0.0	-2	-1	3	7	-9
CC1CN(C(=O)CNC(=O)COc2ccccc2)CC(C)O1 (configuration not stated)	-1.0	-0.4	0.1	5	?	-13	-19	4
CC(C)C(c1nnnn1Cc1ccc(F)cc1)N1CCC(C(N)=O)CC1 (configuration not stated)	2.7	.	0.0	1	3	.	-10	1
COc1cc(OC)c(OC)cc1CNC(=O)c1cc(=O)c2ccccc2o1	-0.4	.	0.0	4	5	3	4	-5
O=C(C[n+]1ccccc1)N/N=C/c1cc(Br)ccc1F	-3.6	0.6	-0.1	-28	2	-2	9	8
CO[C@@H]1CN(C)C(=O)c2cc(NC(=O)c3ccc(-c4ccccc4)cc3)ccc2OC[C@@H](C)NC[C@@H]1C	-8.0	0.5	-0.6	-3	1	13	35	10
C[C@@H]1CN([C@H](C)CO)S(=O)(=O)c2ccc(C#Cc3ccccc3F)cc2O[C@H]1CN(C)C(=O)c1ccc2c(c1)OCO2	4.5&3.7&5.5	-0.1&-0.4	0.0&-0.1	-1&2&-1	-2&-1&-2	7&5	-3&-6&-11	-3&-6
CC(C)Oc1ccc(C2CCC(=O)NC2=O)cc1 (configuration not stated)	.	-2.4	0.8	-1	-1	.	-5	0
Cc1ccc(-c2nc3cc(C)c(Br)c(C)n3c2Cc2ccccc2)cc1	0.9	0.0	0.0	-2	?	-1	-15	.
CCCC#Cc1ccc([C@@H]2[C@@H](CO)N3CCCCN(S(=O)(=O)c4ccccc4F)C[C@H]23)cc1	-4.0	-0.2	0.0	.	.	-16	-13	-30
CCc1nc2ccc(C(=O)NCCC(C)C)cn2c1N(CCN(C)C)CC1CC1	0.3	0.2	-0.1	-1	8	5	-10	-13
CO[C@@H]1CN(C)C(=O)c2ccc(NC(C)=O)cc2OC[C@H](C)N(Cc2ccc(F)cc2)C[C@@H]1C	1.7	0.1	0.0	.	?	2	6	-9
Cc1ccccc1N=C1c2cc([N+](=O)[O-])ccc2-c2ncccc21	.	.	-0.1	0	-6	1	-7	7
COC(=O)c1ccc2c(c1)NC(=O)C(N(CC(C)C)CC(C)C)S2 (configuration not stated)	-2.6	.	-0.2	2	?	-1	-44	46*
Cc1ccc(CNC(=O)C2CC2c2ccccc2)cc1 (configuration not stated)	.	0.1	0.1	.	.	2	.	-16
C=C(C)Cn1c(SCC(=O)N/N=C/c2ccccc2)nc2ccccc2c1=O	.	.	0.1	-1	5	6	-5	-1
CC(C)c1nc(SCC(=O)NC2CCCC2)c2ccccc2n1	2.7	.	0.3	-2	-5	2	-4	10
CCC(CO)NCc1ccccc1OC(C)C (configuration not stated)	-2.8	2.4	0.0	1	1	.	-6	14
CCCNC(=O)Nc1ccc2c(c1)C(=O)N(C)C[C@@H](OC)[C@H](C)CN(S(C)(=O)=O)[C@@H](C)CO2	1.2	-0.2	0.3	1	6	.	7	10
CC(C)(C)CC(C)(C)c1ccc(OCC(=O)N/N=C/c2ccc(S(=O)(=O)O)o2)cc1	0.2	0.1	0.2	-2	1	-4	-17	-4
COc1cccc(NC(=O)N(C)C[C@H]2Oc3ncc(C4=CCCCC4)cc3C(=O)N([C@@H](C)CO)C[C@@H]2C)c1	0.4	0.3	0.0	0	5	2	-12	-18
FC(F)(F)c1cccc(Nc2nc(N3CCCC3)nc(N3CCCC3)n2)c1	0.9	.	0.0	-1	.	.	-15	2
CCCC(=O)N1CC2(CN(C(=O)Nc3cccc(F)c3)C2)c2c(n(C)c3cc(OC)ccc23)[C@H]1CO	-2.6	0.8	0.3	0	12	.	-18	-22
CCOC(=O)C1=C(c2ccccc2)NC(=O)NC1c1ccc(N(C)C)cc1 (configuration not stated)	0.9	.	.	-2	2	3	-8	-11
CN1CCN(c2ncnc3c2ncn3[C@H]2CN(Cc3ccc(Cl)cc3)C[C@@H](CO)O2)CC1	2.3	.	0.0	6	35*	-7	-13	.
COc1ccc(NC(=O)C2CC(=O)N/C(=N/NC(=O)c3ccc(Cl)cc3)S2)cc1 (configuration not stated)	-3.8	-0.1	-0.1	-1	-3	.	-12	-7
CCOc1ccc(-c2c(C(=O)N/N=C/c3ccoc3)nnn2-c2nonc2N)cc1	1.5	.	0.1	-4	8	2	-16	.
C#CCOCCOCCOCCNc1nc(N2CCN(C(=O)C(Cc3ccc(O)cc3)n3cc(C(N)C(C)CC)nn3)CC2)nc(N2CCN(C(=O)C(Cc3ccc(O)cc3)n3cc(C(N)C(C)CC)nn3)CC2)n1 (configuration not stated)	0.2	0.0	0.1	9	3	-9	-25	-15
COc1ccc(C(CCNCc2ccccc2)c2ccc(F)cc2)cc1 (configuration not stated)	.	-0.3	0.1	.	.	0	.	-21
Cc1ccc(N(C(=O)c2ccco2)C2C=CS(=O)(=O)C2)cc1 (configuration not stated)	0.1	.	0.0	-1	.	.	-10	9
COc1ccccc1C(=O)NC(=S)NC12CC3CC(CC(C3)C1)C2	0.2	0.0	0.2	-4	-1	-7	-4	41*
O=C1c2ccccc2NC(c2cccc(O)c2)N1Cc1ccco1 (configuration not stated)	-0.4	.	-0.2	-1	1	-7	-5	11
CS(=O)(=O)N1CCc2cc(C(=O)N3CCN(c4ccccc4)CC3)ccc21	2.5	-0.1	0.0	-2	23*	4	-5	-2
Cc1cccc(N2CCN(S(=O)(=O)c3ccc4c(c3)OCCO4)CC2)c1C	-1.5	-0.1	0.0	-3	-2	-15	-13	-3
C[C@H]1CN([C@@H](C)CO)C(=O)c2cc(C#CCN(C)C)cnc2O[C@@H]1CN(C)Cc1ccc2c(c1)OCO2	-1.9	0.6	-1.1	-68	3	2	11	4
Cc1onc(-c2ccccc2Cl)c1C(=O)Nc1nn[nH]n1	-2.2	.	.	0	3	11	-5	9
C[C@@H]1CN([C@@H](C)CO)C(=O)Cc2cc(NC(=O)Cc3cn(C)c4ccccc34)ccc2O[C@@H]1CN(C)Cc1ccc(C(F)(F)F)cc1	0.0	-4.3	-1.1	-4	77*	-1	1	-1
CCN(CC(=O)Nc1ccccc1C(F)(F)F)C(=O)CCc1nc2ccccc2c(=O)[nH]1	1.9	0.4	0.0	-1	-2	-2	-16	4
COc1ccc(CCNC(=O)CCN2C(=O)c3cccc4cccc(c34)C2=O)cc1OC	2.3	4.3	0.0	3	9	.	-11	4
O=C(Nc1nc2c(s1)COc1ccccc1-2)c1cccs1	1.0	-0.6	-0.2	-1	1	-1	-11	-25
O=C(OCC(=O)N1CCc2ccccc21)c1cc(S(=O)(=O)N2CCOCC2)ccc1F	-2.0	.	0.2	-3	?	.	-12	12
COc1ccc(NC(=O)CSc2nnc(Cc3ccccc3)c(=O)n2N)c(OC)c1	4.7	.	0.2	5	-10	.	-5	-38
NC1=NC(=O)C(Cc2ccc(F)cc2)S1 (configuration not stated)	3.1	.	0.0	-2	5	-15	-1	2
CN(C)CCNC(=O)C1(C)Cc2c(-c3cccc(C(F)(F)F)c3)ccnc2O1 (configuration not stated)	-2.1	0.4	0.0	-3	-7	4	-3	.
C[C@@H]1CN([C@@H](C)CO)C(=O)Cc2cc(NC(=O)CCN3CCOCC3)ccc2O[C@@H]1CN(C)C(=O)Nc1cccc2ccccc12	-2.6	0.1	-0.9	0	13	-12	-10	10
O=C1CCCC/C=C\C[C@H](CC(=O)N(CCO)Cc2ccccc2)C(=O)N[C@@H](c2ccccc2)CO1	-3.2	.	0.0	0	-1	0	-5	-18

New compounds follow
SMILES	F508del corr	E-selectin induc	XiGFP reactiv	CASP6 VEID inh	DENV2 CPE rescue	RAD54 inh	RAD52 anneal inh	GSIS activator
CCN(CC)c1ccc(/C=c2\sc3nc4ccccc4n3c2=O)c(O)c1	.	.	0.1	5	1	.	-99	-18
Cc1cc(NC(=O)COC(=O)c2ccccc2S(=O)(=O)N(C)c2ccccc2)no1	-1.5	.	0.3	.	-5	.	-4	-12
CC1=C(C(=O)N2CCCCCC2)CC(CC(=O)NCCCN(C)C)C(=O)N1Cc1ccc(C(C)(C)C)cc1 (configuration not stated)	-9.8	-0.1	0.3	-1	-9	.	3	5
C=CCNc1cccc2c1S(=O)(=O)N[C@H](C)CO2	-0.7	0.0	0.1	0	-2	.	-6	33
Cc1cc(C(=O)Nc2cccc(S(=O)(=O)N3CCCC3)c2)c2ccccc2n1	-1.6	.	0.0	4	-6	7	-15	.
COc1cc(C)c(C(C)C)cc1S(=O)(=O)n1ccnc1	0.6	.	.	0	-5	-5	-16	12
C[C@H]1CN([C@@H](C)CO)C(=O)Cc2cc(NC(=O)C3CCCCC3)ccc2O[C@H]1CN(C)C(=O)Nc1cccc2ccccc12	-1.5	2.8	-0.6	.	?	12	4	2
CCc1ccc(N(CC(=O)NC2CCCC2)S(=O)(=O)c2c(C)noc2C)cc1	-1.1	.	0.1	0	-2	-1	-8	5
CCCN1CCC(NC(=O)Nc2cc(Cl)ccc2OC)CC1	1.9	.	0.0	0	13	.	-10	5
CC1CCN(c2ccc(NC(=O)c3ccccc3[N+](=O)[O-])cc2)CC1	-0.6	.	0.0	.	-5	0	-3	.
COc1cccc(NC(=O)c2c(C)cc(C)cc2CC(C)(C)C(=O)O)c1	1.1	3.9	-0.1	-2	?	.	-12	-5
CC(Sc1nnc(COc2ccc(Cl)cc2)n1-c1ccccc1)C(=O)O (configuration not stated)	-0.3	.	0.0	1	-5	9	-4	-4
CC(=O)Nc1ccc(S(=O)(=O)NCCC(=O)OCc2nc(N)nc(Nc3ccccc3C)n2)cc1	.	.	.	-2	.	-8	-15	-17
CCn1cc(Cl)c(C(=O)Nc2cccc(CN3CCOCC3)c2)n1	-0.5	0.6	0.2	1	12	0	-11	8
O=C(Nc1c2c(nc3ccccc13)CCCC2)c1ccccc1Cl	-0.8	.	0.1	3	6	-1	3	-1
CN(Cc1ccc(OC(F)F)cc1)C(=O)c1ccccc1Sc1ccccc1C#N	1.1	-0.2	0.0	-1	-1	12	-20	-23
Brc1ccc2nc(C3CCCCC3)c(Cc3ccccc3)n2c1	0.0	-0.1	-0.1	6	-7	-2	-39	.
CC(=O)Cc1nsc(Nc2cccc(C)c2)n1	0.2	0.0	-0.1	.	.	3	-11	-5
O=C(COC(=O)c1ccc(-c2ccccc2)cc1)Nc1ccccc1-c1ccccc1	.	0.0	0.0	.	.	7	.	6
